Screening results from PubChem BioAssay.
Pf growth 48h: inhibits P. falciparum growth in the first generation, 48 h; AID 504832; P. falciparum luciferase growth in erythrocytes, 48 h; 310,000 compounds, 5.9% hits; Potency, µM (series often up to 28.7 µM), without a hit: top-dose activity change, negative = inhibition, actives largely listed as inhibitors; also: potency is read from the fitted curve at half-maximal effect; % is scaled to controls: 0 for no effect and ±100 for the full control effect
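Luminescence readout; reporter = integrated firefly luciferase in P. falciparum. RBC culture at 2% hematocrit, 0.1% parasitemia final, 37 C/5% CO2; decreased signal taken as growth inhibition.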
Shiga toxin inh: inhibitors of Shiga toxin in Vero cells; Vero cells, Shiga toxin protein synthesis inhibition reporter; inhibition, % at 38.7 µM; 290,000 compounds, 9.2% hits; AID 2315; in the data active = inhibition mostly above about 28%, no sharp cut-off; inactive = mostly below about 43%; also: 0% is about no effect
CHX counter: affects cycloheximide protein synthesis inhibition readout, counter-screen. cell reporter, cycloheximide protein synthesis inhibition counterscreen. max response, %. 300,000 compounds, 12% hits. AID 2314; in the data active = max response mostly above about 13%, no sharp cut-off; inactive = mostly below about 14%; also: read at 38.3 µM for the half of the compounds with a filed dose; 0% is about no effect
TbPYK inhibitor: T. brucei pyruvate kinase inhibition. Q57TT1. TbPYK enzyme, Kinase-Glo Plus ATP luminescence, 45 min. Potency, µM (doses to about 76.8 µM), inactives show at the top dose activity, negative = inhibition, actives largely listed as inhibitors. 410,000 compounds, 0.12% hits. AID 624173; also: potency is read from the fitted curve at half-maximal effect; % is scaled to controls: 0 for no effect and ±100 for the full control effect; nearly all actives have a fitted effect of over 50% in size
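Luminescent Kinase-Glo Plus end-point after 45 min room-temperature reaction of T. brucei pyruvate kinase started with 130 uM ADP (final). Buffer TEA 50 mM pH 7.2 with KCl, MgCl2, BSA, Tween-20; titration-based qHTS with fitted concentration-effect curves.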
Pf growth 96h: P. falciparum growth inhibition at 96 hours; P. falciparum luciferase reporter growth, 96 h; Potency, µM (series often up to 28.7 µM), without a hit: top-dose activity change, negative = inhibition, usual class: inhibitors; 320,000 compounds, 6.9% hits; AID 504834; also: potency is read from the fitted curve at half-maximal effect; % is scaled to controls: 0 for no effect and ±100 for the full control effect
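Parasite growth measured via integrated firefly luciferase reporter in P. falciparum. Infected erythrocytes at 2% hematocrit, 0.05% parasitemia final were treated 96 hours at 37 C under 5% CO2, and luminescence was read.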
AmpC no deterg: AmpC beta-lactamase inhibition without detergent. P00811. AmpC nitrocefin hydrolysis, absorbance 480 nm, 0.0001% Triton. Potency, µM (series often up to 57.1 µM), inactives show at the highest dose activity change, negative = inhibition, actives largely listed as inhibitors. 330,000 compounds, 0.52% hits. AID 485341;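 also: potency is read from the fitted curve at half-maximal effect; plate controls were no compound for no effect and no enzyme for full effect; nearly all actives have a fitted effect of over 20% in size; some results filed as inactive show a strong effect at the top dose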
Target sequence (P00811 whole entry, looked up): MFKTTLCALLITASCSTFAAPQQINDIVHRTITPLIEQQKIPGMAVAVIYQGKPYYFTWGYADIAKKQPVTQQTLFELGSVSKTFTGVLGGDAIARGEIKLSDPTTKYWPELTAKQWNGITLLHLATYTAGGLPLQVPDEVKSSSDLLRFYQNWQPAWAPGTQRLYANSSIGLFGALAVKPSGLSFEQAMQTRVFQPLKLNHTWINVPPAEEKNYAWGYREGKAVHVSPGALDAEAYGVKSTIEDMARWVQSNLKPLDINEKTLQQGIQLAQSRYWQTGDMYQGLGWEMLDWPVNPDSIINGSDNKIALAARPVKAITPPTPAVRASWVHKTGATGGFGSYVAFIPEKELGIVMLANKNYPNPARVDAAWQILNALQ
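20 mM phosphate pH 7.0 + 0.01% (detergent screen) or 0.0001% Triton X-100; 5.3 nM AmpC reagent; cpd preinc 15 min RT; nitrocefin (800 uM stock) to start; A480 q20 s × 4 min; Activity was normalised to no-enzyme and no-compound control wells.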
LmPK inh: LmPK (Leishmania mexicana) enzyme inhibition. Q27686. purified LmPK, Kinase-Glo ATP luminescence, 1 h. Potency, µM (highest dose often 57.5 µM), inactives show at the top dose activity change, negative = inhibition, actives largely listed as inhibitors. 290,000 compounds, 0.37% hits. AID 1721; also: potency is read from the fitted curve at half-maximal effect; % is scaled to controls: 0 for no effect and ±100 for the full control effect
Target sequence (Q27686 whole entry, looked up): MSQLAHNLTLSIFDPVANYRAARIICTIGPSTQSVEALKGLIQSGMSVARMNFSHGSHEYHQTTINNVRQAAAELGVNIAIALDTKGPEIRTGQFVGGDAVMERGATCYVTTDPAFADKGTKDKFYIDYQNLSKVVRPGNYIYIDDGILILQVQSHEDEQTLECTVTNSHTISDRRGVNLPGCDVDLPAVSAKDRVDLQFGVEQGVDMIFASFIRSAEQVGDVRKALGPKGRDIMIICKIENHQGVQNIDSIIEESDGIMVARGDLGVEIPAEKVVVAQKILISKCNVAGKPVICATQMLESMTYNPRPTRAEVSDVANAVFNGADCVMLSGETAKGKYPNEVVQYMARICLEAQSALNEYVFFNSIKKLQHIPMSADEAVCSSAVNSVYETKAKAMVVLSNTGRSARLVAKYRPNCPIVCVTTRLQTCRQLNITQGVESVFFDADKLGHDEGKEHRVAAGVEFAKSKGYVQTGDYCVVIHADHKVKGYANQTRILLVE
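Kinase-Glo luminescence read after 1 h RT reaction of 0.1 nM LmPK with 0.5 mM PEP and 0.1 mM ADP. Activity scaled between uninhibited and enzyme-free controls.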
Numbers without * were called inactive; i = inactive; ? = inconclusive; . = no result given; & = joins results of further samples; [ ] = another dose, or the depositor's remark. Unless noted, calls follow the shape of the dose curve; as a rule, active = well fitted curve in the direction sought with a large enough effect; inconclusive = small, poorly fitted or top-dose-only effect, or another doubt; inactive = no such curve, though single readings can be large; an effect the other way counts as inactive or inconclusive.

SMILES	Pf growth 48h	Shiga toxin inh	CHX counter	TbPYK inhibitor	Pf growth 96h	AmpC no deterg	LmPK inh
O=C(Oc1ccc(/C=N/NC(=O)c2ccccc2F)cc1)c1ccccc1	12.1%	83.2*	27.5*	-7.7%	?	-24.2%	-2.3%
O=C(c1cc(-c2ccco2)on1)N1CCN(C(c2ccccc2)c2ccccc2)CC1	11.7µM*	32.9	1.5	-7.1%	24.7%	-11.0%	-1.1%
COc1ccccc1-n1c(O)c(C=NCc2ccc3c(c2)OCO3)c(=O)[nH]c1=O	-8.4%	-13.1	-1.7	-3.2%	?	-34.1%	0.6%
COC(=O)c1ccc(NC(=S)NC(=O)c2cccnc2)cc1	32.0%[activator]	10.3	-2.0	-5.3%	52.5%[activator]	-12.0%	-2.3%
COC(=O)c1nnn(-c2nonc2N)c1CN1CCc2ccccc21	-7.4%	18.8	-3.9	-5.2%	.	-19.1%	-2.9%
O=P1(N(CCCl)CCCl)NCCCO1 (stereo not drawn)	4.8%&-3.9%	-2.7	1.5	-2.9%&-3.3%&-5.1%	44.4%&-2.2%[activator]	-11.4%	-9.0%
COc1cccc(C2c3c(oc4ccccc4c3=O)C(=O)N2CCCN2CCOCC2)c1 (stereo not drawn)	22.1%	0.6	7.6	-2.4%	?	-53.3%	0.2%
COc1ccc(CCNC(=O)CSc2nnc(-c3ccco3)c(-c3ccco3)n2)cc1OC	-15.4%	-5.3	-3.2	.	34.2%[activator]	-10.7%	10.8%
COc1ccc(N2CCN(S(=O)(=O)c3ccc(OC)c(C(=O)N4CCCCC4)c3)CC2)cc1	-2.2%	-10.1	-5.0	1.6%	10.5%	135.5%[activator]	-2.6%
Cc1c(Cl)cccc1N=Cc1ccc([N+](=O)[O-])s1	?	1.5	13.9	-20.1%	?	-23.6%	-1.9%
Nc1cc(C2CCCC2)nn1-c1ccccc1	125.1%[activator]	103.6*	45.8*	-9.4%	138.4%[activator]	-5.3%	14.1µM*
O=C(Nc1ccccc1Cc1ccccc1)c1oc2ccccc2c1COc1ccccc1	?	-4.4	-1.9	-6.1%	10.4µM*	-28.4%	2.0%
CCOc1ccc(C(=O)N2CCN=C2SC)cc1OCC	?	-4.9	-1.6	-1.5%	16.2%	-1.1%	3.9%
CCn1c(SCC(=O)Nc2ccc(N3CCOCC3)cc2)nnc1C1CC1	3.6%	.	.	4.9%	20.5%	-13.9%	.
CCN(CC)c1nc(Nc2ccccc2)nc(Oc2ccc(=O)[nH]n2)n1	?	-8.0	-2.0	-2.7%	.	4.4%	-4.8%
O=C(Nc1ccc(NC(=O)c2ccc3c(c2)OCO3)cc1)c1cccc(Cl)c1	-18.9%	.	.	-5.8%	-12.7%	-13.5%	.
O=C(CCc1ccc(S(=O)(=O)N2CCOCC2)cc1)N1CCN(Cc2ccc3c(c2)OCO3)CC1	.	-8.7	-2.2	4.0%	3.29µM*	123.0%[activator]	2.0%
CCOc1ccc(NC(=O)CC(Cc2ccc(Cl)cc2)C(=O)O)cc1 (stereo not drawn)	31.6%	-2.6	-1.1	-2.4%	-6.4%	-8.8%	6.4%
Cc1ccc(C)c(C2(O)CC(C)N(C)CC2C)c1 (stereo not drawn)	-1.6%	-7.6	-1.9	0.3%	6.57µM*	-3.9%	-3.2%
CC(C)N1CCN(Cc2c[nH]c3ccccc23)CC1CCO (stereo not drawn)	17.6%	13.5	-3.5	-4.1%	1.2%	1.0%	4.1%

Next section, starting with the last five of the part before.
SMILES	Pf growth 48h	Shiga toxin inh	CHX counter	TbPYK inhibitor	Pf growth 96h	AmpC no deterg	LmPK inh
O=C(Nc1ccc(NC(=O)c2ccc3c(c2)OCO3)cc1)c1cccc(Cl)c1	-18.9%	.	.	-5.8%	-12.7%	-13.5%	.
O=C(CCc1ccc(S(=O)(=O)N2CCOCC2)cc1)N1CCN(Cc2ccc3c(c2)OCO3)CC1	.	-8.7	-2.2	4.0%	3.29µM*	123.0%[activator]	2.0%
CCOc1ccc(NC(=O)CC(Cc2ccc(Cl)cc2)C(=O)O)cc1 (stereo not drawn)	31.6%	-2.6	-1.1	-2.4%	-6.4%	-8.8%	6.4%
Cc1ccc(C)c(C2(O)CC(C)N(C)CC2C)c1 (stereo not drawn)	-1.6%	-7.6	-1.9	0.3%	6.57µM*	-3.9%	-3.2%
CC(C)N1CCN(Cc2c[nH]c3ccccc23)CC1CCO (stereo not drawn)	17.6%	13.5	-3.5	-4.1%	1.2%	1.0%	4.1%
CC(C)c1ccc(N(C(=O)c2ccco2)C(C(=O)NC2CCCC2)c2cccnc2)cc1 (stereo not drawn)	9.28µM*	22.5	-5.7	0.0%	?	30.8%	1.4%
Cc1c(C(=O)Nc2ccc(-c3nnc4n3CCCCC4)cc2)oc2c1ccc1ccccc12	?	21.6	-0.5	2.5%	?	162.1%[activator]	-2.5%
Cc1ccc(S(=O)(=O)Cn2nnnc2C(CC(C)C)N2CCC(C(N)=O)CC2)cc1 (stereo not drawn)	?	-7.8	10.5	0.8%	-9.1%	104.0%[activator]	1.4%
Cc1nnc(Cl)c2nn(-c3ccccc3F)c(C)c12	15.3%	-6.3	-0.2	1.2%	-22.3%	-1.8%	1.2%
Cc1ccc(S(=O)(=O)N2CCC(C(=O)N3CCCC3C(=O)N[C@@H](CC(C)C)C(=O)NCC(N)=O)CC2)cc1 (stereo partly drawn)	?	-3.9	-2.3	-8.4%	6.57µM*	4.0%	0.3%
COc1cccc(-c2cc(C(=O)NCC3CCCO3)c3cc(C)cc(C)c3n2)c1 (stereo not drawn)	?	14.5	11.8*	-7.3%	?	130.0%[activator]	0.0%
CCn1c(-c2cccnc2Cl)nc2cc(C)c(C)cc21	-12.6%	6.3	1.8	1.9%	26.0%	12.1%	-3.0%
Cc1ccc(C(C[N+](=O)[O-])n2nc(C)cc2C)cc1 (stereo not drawn)	?	-4.9	7.3	-4.4%	.	-25.5%	0.6%
CC(C)(C)NC(=O)COc1coc(CN2CCN(C(=O)c3ccco3)CC2)cc1=O	-10.1%	.	.	2.3%	-9.7%	-15.0%	.
Cc1ccc(S(=O)(=O)N2CCOC2CNC(=O)C(=O)NCCc2ccc(S(N)(=O)=O)cc2)cc1 (stereo not drawn)	?	16.1	-1.3	-5.1%	-9.0%	-2.2%	2.7%
NC1=NC[C@H](Cc2ccc(O)cc2)N1CCc1cccc(F)c1	13.1µM*	11.8	-2.0	-7.8%	2.33µM*	-16.0%	-8.9%
CCS(=O)(=O)NCC(c1ccco1)N1CCN(c2ccc(F)cc2)CC1 (stereo not drawn)	-1.0%	-3.0	-2.9	-2.7%&-2.3%	16.5%	0.7%	1.9%
COc1ccccc1Cn1c(CO)nc2ccccc21	-7.0%	-16.4	-3.3	0.6%	1.9%	-11.7%	6.1%
COc1ccc(C(=O)NCCCn2nc(C)cc2C)cc1S(=O)(=O)N1CCOCC1	-18.9%	.	.	-9.6%	-4.2%	8.4%	.
O=C(Cc1ccccc1)n1nc(-c2ccccc2)nc1NCc1ccco1	.	56.7	15.3*	0.6%	?	-13.3%	1.2%
O=C(c1cccc(F)c1)N1CCN(C(=O)c2nn3cccnc3c2Cl)CC1	18.5%	10.0	1.0	-3.8%	?	45.6%	-4.9%
O=C(CSc1ncccn1)N1CCN(C(c2ccccc2)c2ccccc2)CC1	.	-17.6	-5.0	2.4%	?	61.2%[activator]	2.5%
COCCN(C(=O)Nc1ccc(F)cc1F)c1nc2ccccc2s1	82.7%[activator]	48.4*	34.2*	3.0%	-3.9%	-18.8%	-1.9%
CN(C)C=Nc1ccccc1C1C=NNC1=O (stereo not drawn)	0.4%	52.0*	22.9*	.	-25.0%	-23.8%	-2.7%
CN(C)c1nc(N)nc(Cn2nnc(-c3ccc(C(F)(F)F)cc3)n2)n1	8.3%	-7.1	-0.5	3.1%	24.4%	-14.1%	-6.4%
CCc1ccc(OCC(=O)Nc2ccc3[nH]ncc3c2)cc1	8.7%	2.7	-2.0	-3.1%	?	-34.1%	7.1%
Oc1ccccc1C=NC(c1ccccc1)C(O)c1ccccc1 (stereo not drawn)	18.6%	17.8	-3.6	3.1%	30.1%[activator]	-17.7%	-1.6%
O=C(NCc1ccccc1)C(=O)NCC1OCCN1S(=O)(=O)c1ccc([N+](=O)[O-])cc1 (stereo not drawn)	-10.2%	-7.1	8.6	-1.4%	-7.8%	-48.9%	2.1%
COc1ccc(CN2CCNC(=O)C2CC(=O)NCc2cn[nH]c2-c2ccccc2)c(F)c1 (stereo not drawn)	-21.3%	-2.5	-3.6	-7.4%	8.5%	1.0%	12.5%
Cc1ccc(NC(=S)N(Cc2cccs2)Cc2cc3cc(C)ccc3[nH]c2=O)cc1	10.5%	-9.9	-3.1	4.5%	?	-31.8%	-0.1%
O=C1CCC(C(=O)N2CCN(c3ccccc3Cl)CC2)CN1CC1CCCCC1 (stereo not drawn)	?	-2.8	9.9	0.0%	?	147.2%[activator]	1.7%
CC(C(=O)Nc1ccc2c(c1)OCO2)N1CCC(N2CCCCC2)CC1 (stereo not drawn)	-13.1%	.	.	0.8%	23.2%	-0.2%	.
Cc1ccc(S(=O)(=O)NCCC(=O)N2CCN(c3cccc(Cl)c3)CC2)cc1C	?	23.8	9.0	-8.4%	?	58.8%	-2.1%
COC(=O)c1oc2ccccc2c1-n1cccc1	.	-12.1	-2.1	13.3%	-22.9%	-12.7%	7.5%
S=C1Nc2ccccc2Sc2ccccc21	-25.3%	-6.0	5.6	-16.0%	?	-33.7%	-2.4%
Cc1cc(CNC(=O)COc2ccc(C#N)cc2)c2ccccc2n1	-0.9%	8.5	6.2	1.1%	12.5%	-8.1%	1.6%
CCOc1ccc(-n2c(Cc3cc(=O)[nH]c(=O)[nH]3)nnc2SCC(=O)NC2CCCC2)cc1	.	11.4	-1.5	-3.9%	10.4µM*	-1.9%	1.1%
CC(C)CCn1c(=O)c(C(=O)Nc2ccccc2S(N)(=O)=O)c(O)c2ccccc21	-3.1%	59.6	19.9	0.2%	.	-29.3%	-3.5%
CCOC(=O)C(=CNCC(=O)OC)C(=O)OCC	-18.4%	0.9	-2.1	-5.4%	9.0%	?	0.6%
O=C(CCNS(=O)(=O)c1cccs1)N1CCN(c2cccc(Cl)c2)CC1	-5.3%	4.8	-2.5	-3.6%	?	15.3%	2.2%
CC1(c2ccc(Cl)cc2Cl)OCC(Cn2ccnc2)O1 (stereo not drawn)	.	-18.3	-1.6	-6.4%	?	14.9%	-1.1%
COc1ccc(N2CC(C(=O)OC(C)C(=O)c3ccccc3)CC2=O)cc1 (stereo not drawn)	5.6%	-6.2	-5.9	2.7%	i	-6.9%	-7.8%
CCN(C(=O)COC(=O)c1oc2ccc(OC)cc2c1C)C1CCCCC1	6.4%	.	.	-14.1%	15.5%	?	.
CN(Cc1nc(-c2ccccc2)no1)C(=O)c1ccc2c(c1)OCO2	0.6%	.	.	5.7%	4.7%	-4.5%	.
